# PNC inhibitor – inhibitors of perinucleolar compartment assembly | PC3M PTB-GFP, PNC prevalence imaging, 16 h; active compounds read low | actives 3.1% (n = 140,000) | activity change (PNC), negative = inhibition, % at 10 µM;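 active = readout at or below -70, meaning at least 70% loss of cells showing the perinucleolar compartment, a nuclear body marking cancer cells; inconclusive = readout between -30 and a set limit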;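 also: plate controls were DMSO wells for no effect and camptothecin positive control wells for full effect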
#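 Read-out is percentage of cells bearing a perinucleolar compartment, from automated 20x imaging of fixed, Hoechst-stained PC3M PTB-GFP cells. Cells were seeded 4 h, then exposed 16 h to compound (23 nl of library stock) in duplicate plates.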
# 15-hLO-2 inh – 15-hLO-2 (ALOX15B) enzyme inhibition. purified 15hLO-2, xylenol orange hydroperoxide absorbance. actives 0.56% (n = 110,000). AID 881. Potency, µM (series often up to 57.1 µM), for inactives: at the top dose activity change, negative = inhibition, actives largely listed as inhibitors; also: potency is read from the fitted curve at half-maximal effect; nearly all actives have a fitted effect of over 60% in size; many of its hits are not listed in these tables
# Target sequence (O15296 whole entry, looked up): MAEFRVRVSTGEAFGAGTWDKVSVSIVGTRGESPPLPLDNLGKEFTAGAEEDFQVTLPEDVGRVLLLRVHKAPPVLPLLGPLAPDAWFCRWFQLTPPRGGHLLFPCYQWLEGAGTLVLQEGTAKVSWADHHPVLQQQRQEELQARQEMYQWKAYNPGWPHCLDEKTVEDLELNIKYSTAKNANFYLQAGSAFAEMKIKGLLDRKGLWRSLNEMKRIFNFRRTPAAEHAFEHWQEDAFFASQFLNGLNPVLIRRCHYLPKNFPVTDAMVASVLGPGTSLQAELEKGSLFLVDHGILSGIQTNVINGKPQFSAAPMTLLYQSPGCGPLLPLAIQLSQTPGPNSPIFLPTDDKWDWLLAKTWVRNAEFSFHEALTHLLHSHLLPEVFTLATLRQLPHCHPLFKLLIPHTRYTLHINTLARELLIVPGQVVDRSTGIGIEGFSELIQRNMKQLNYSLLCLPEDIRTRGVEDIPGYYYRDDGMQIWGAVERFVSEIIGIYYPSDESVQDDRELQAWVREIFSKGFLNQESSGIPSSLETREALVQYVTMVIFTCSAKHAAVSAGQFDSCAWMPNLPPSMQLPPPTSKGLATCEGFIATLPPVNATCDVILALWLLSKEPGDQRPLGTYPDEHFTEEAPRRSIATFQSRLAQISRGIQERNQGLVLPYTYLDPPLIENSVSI
#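 Purified human 15hLO-2 (50 nM) preincubated 15 min with compound, then 45 uM arachidonic acid for 90 min at RT in 25 mM Hepes pH 7.5, 0.01% Triton X-100. Hydroperoxide detected by Fe-xylenol orange; 573/405 nm absorbance ratio.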
# IMPase cell inh – IMPase inhibition in cells; P97697; CHO-M1 cells, IP1 accumulation, HTRF TR-FRET ratio; AID 901; inhibition (IP1 accumulation), % at 46.1 µM; 120,000 tested, under 10 active; active = well fitted curve in the direction sought with a large enough effect in the signal ratio, not every such curve was filed as active; inconclusive = small, poorly fitted or top-dose-only effect, or a change in a side signal; inactive = no such curve, though single readings can be large or run the other way; the % refers to the signal ratio;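 also: cells stimulated with carbachol in lithium chloride buffer; plate controls were DMSO basal wells for no effect and reference inhibitor wells for full effect; higher means more IMPase inhibition seen as more IP1 and lower FRET ratio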
# Target sequence (P97697 whole entry, looked up): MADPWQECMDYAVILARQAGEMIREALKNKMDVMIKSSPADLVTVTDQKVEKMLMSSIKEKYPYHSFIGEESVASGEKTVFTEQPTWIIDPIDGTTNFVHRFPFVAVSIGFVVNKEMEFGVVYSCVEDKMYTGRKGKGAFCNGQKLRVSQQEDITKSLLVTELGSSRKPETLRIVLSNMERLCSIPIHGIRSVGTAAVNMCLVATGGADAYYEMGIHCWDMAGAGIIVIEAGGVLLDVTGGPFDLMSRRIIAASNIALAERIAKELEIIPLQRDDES
#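 CHO-M1, 2000 cells/well, cultured 16–30 h; cpd up to 46 uM; carbachol (50 uM solution, stimulation buffer w/ 50 mM LiCl, pH 7.4), 30 min 37C; IP-One TR-FRET, 10 min RT; Ex 320/Em 665, 620; Hill-fit AC50.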
# 12-hLO inh – 12-hLO (ALOX12) enzyme inhibition | AID 1452 | actives 0.12% (n = 150,000) | purified 12-hLO, xylenol orange hydroperoxide absorbance | Potency, µM (series often up to 57.1 µM), for inactives: at the highest dose activity change, negative = inhibition, hits mostly inhibitors; also: potency is read from the fitted curve at half-maximal effect; nearly all actives have a fitted effect of over 55% in size; many of its hits are not listed in these tables
#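 Lipoxygenase turnover measured by absorbance at 573 and 405 nm after Fe-XO development. Human 12hLO 150 nM, arachidonate 40 uM, pH 7.0 Hepes buffer with detergent; 15 min compound preincubation, 30 min reaction.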
# * = called active by the depositor; ? = inconclusive; nt = not tested or not shown; [ ] = dose if it differs, or a comment. Unless noted, calls follow the shape of the dose curve; as a rule, active = well fitted curve in the direction sought with a large enough effect; inconclusive = small, poorly fitted or top-dose-only effect, or another doubt; inactive = no such curve, though single readings can be large; an effect the other way counts as inactive or inconclusive. Unless noted, % is scaled to controls: 0 for no effect and ±100 for the full control effect.
Molecule	PNC inhibitor	15-hLO-2 inh	IMPase cell inh	12-hLO inh
CCOC(=O)N1CCN(S(=O)(=O)c2ccc3c(c2)oc(=O)n3C)CC1	-80*	-5%	7	-2%
CCc1ccccc1NC(=O)C(C#N)Cc1cccnc1 (stereo unspecified)	-82*	nt	-1	5%
CCOC(=O)NC(Nc1ccc(C)cn1)(C(F)(F)F)C(F)(F)F	26	-26%[11.4 µM]	-8[1.84 µM]	-5%
COCCNC(=O)Nc1ccc2c(c1)N(C)C(=O)CS2	-9	4%	0	-1%
Cc1cc(C(=O)N/N=C/C=C/c2ccc3c(c2)OCO3)n[nH]1	78	9%	3	2%
O=C(CCCOc1ccccc1)Nc1cccc(C(=O)O)c1	11	-3%	-3	0%
O=C(CSc1nnc(-c2ccccc2F)n1C1CCCCC1)N1CCCC1	3	8%	2	-1%
COc1c(O)cccc1-c1nnn(CCC(=O)OCC(=O)c2ccccc2)n1	1	0%	6	-15%
CCCCC(=O)Nc1cccc(NC(=O)c2ccc(Br)cc2)c1	58	-11%	2	-6%
Cc1cccc(C(=O)Nc2ccc(C)c(OC(=O)c3cccc(C)c3)c2)c1	-3	-4%	0	-6%
Cc1onc(-c2ccccc2Cl)c1C(=O)NCC(=O)O	59	-6%	4	2%
Cc1c(NC(=O)C(C)OC(=O)COc2cccc3c2OC(C)(C)C3)c(=O)n(-c2ccccc2)n1C (stereo unspecified)	11	1%[2.29 µM]	-1	6%
COc1ccc2c(=O)c3c(=O)n(Cc4ccco4)c(-c4ccccc4)nc3oc2c1	20	-27%	-4	-19%
O=C(Nn1c(C2CCCCC2)nc2ccccc2c1=O)c1ccc(Cl)c([N+](=O)[O-])c1	17	nt	nt	-1%
C/C(=N/NC1=NCCN1)c1cn(C2=NCCN2)nc1C	nt	11%[11.4 µM]	nt	6%[11.4 µM]
C=CCNC(=O)NS(=O)(=O)c1ccc(C)cc1	0	-10%	3	7%
O=c1c2ccccc2nc2n1CC/C2=C/N1CCN(c2cccc(C(F)(F)F)c2)CC1	9	4%	18	-22%
Cc1cc(C)n(C(=O)c2ccc(C)c(S(=O)(=O)N3CCCCC3)c2)n1	5	-1%	-3	5%
Cc1ccc(-c2nc3cnccn3c2Nc2ccc3c(c2)OCO3)o1	?	-27%	10	-28%
COc1ccc(C2C(=O)N(C3CCCCC3)CC(=O)N2Cc2ccco2)cc1 (stereo unspecified)	2	-20%	0	-8%

# A draw from above in order of SMILES length, highest first:
Molecule	PNC inhibitor	15-hLO-2 inh	IMPase cell inh	12-hLO inh
COc1ccc2c(=O)c3c(=O)n(Cc4ccco4)c(-c4ccccc4)nc3oc2c1	20	-27%	-4	-19%
Cc1ccc(-c2nc3cnccn3c2Nc2ccc3c(c2)OCO3)o1	?	-27%	10	-28%
O=C(CCCOc1ccccc1)Nc1cccc(C(=O)O)c1	11	-3%	-3	0%
C=CCNC(=O)NS(=O)(=O)c1ccc(C)cc1	0	-10%	3	7%

# More structures.
Molecule	PNC inhibitor	15-hLO-2 inh	IMPase cell inh	12-hLO inh
Cc1ccc(S(=O)(=O)Oc2ccc(/C=C3/N=C(c4ccccc4)OC3=O)cc2)cc1	114	nt	nt	0%
Cc1ccc(C(C)C)c(OCC(O)CN2CCOCC2)c1 (stereo unspecified)	21	17%	-12	7%
CCC(CC)=NNC(=O)c1ccccc1OCc1ccc(F)cc1	56	nt	1	-2%
Cc1cc(C)n(S(=O)(=O)c2cc(C(=O)O)c(Cl)cc2Cl)n1	?	8%[2.29 µM]	8	1%
O=C(c1ccco1)N1CCN(C(=O)C2CCCN(S(=O)(=O)c3cccc4nsnc34)C2)CC1 (stereo unspecified)	-26	-3%	-5	-3%
Cc1ccc(Nc2cc(-n3nc(C)cc3C)ncn2)c(C)c1	19	8%	7	2%
CC(C)NC(=O)c1cc(-c2ccc(Br)cc2)on1	?	9%	6	-4%
O=C(Nc1ccc(C(F)(F)F)cc1Cl)c1ccc(Cn2cc(Br)cn2)o1	6	1%	16	-21%
O=S(=O)(c1ccc(OCC(O)CN2CCN(c3ccccc3Cl)CC2)cc1)N1CCOCC1 (stereo unspecified)	-10	53%[activator]	11	-12%
Cc1ccc(C(=O)COC(=O)C2C3C=CC(C3)C2C(=O)OCC(=O)c2ccc(C)c(C)c2)cc1C (stereo unspecified)	35	5%	8	10%
COc1cc(CN2CCN(C(=O)CC(C)C)CC2)cc(OC)c1O	19	-13%	-8	-7%
CC(C)(C)NC(=O)C1N(c2cccnc2)C(=O)C2C(C(=O)Nc3ccccc3)C3(C)C=CC21O3 (stereo unspecified)	-3	-3%	-7	-5%
O=C(NCc1ccc(F)cc1)C(=O)NCC1OCCN1S(=O)(=O)c1cccs1 (stereo unspecified)	58	nt	nt	0%
COCCCNC(=O)Cn1ncc2c(=O)oc3ccccc3c21	-27	2%	0	1%
O=C(Nc1cccc(C(F)(F)F)c1)c1cc2c(=O)c3ccccc3oc2nc1C(F)(F)F	-6	-2%	4	-9%
CC(=O)NCc1ccc(S(=O)(=O)N/N=C/c2ccc(Br)cc2)cc1	27	nt	nt	-3%
COc1cc(C2C(C(=O)c3ccc(C)o3)=C(O)C(=O)N2Cc2cccnc2)ccc1O (stereo unspecified)	31	-6%	-2	-8%
CCOC(=O)CSc1nnnn1-c1cc(OC)c(Cl)cc1OC	58	nt	-1	4%
O=C(CSc1nnc(Cn2c(=O)sc3ccccc32)n1-c1ccccc1)N1CCOCC1	1	-27%	2	-4%
O=C1N=C2SCCN2/C1=C\c1c(Cl)cccc1Cl	16	-4%	3	-4%
CON/C=C(\C=Nc1ccc(Cl)cc1Cl)c1ncc(C(F)(F)F)cc1Cl	-6	2%	1	-2%
CN(C)C(=O)c1cc2cc([N+](=O)[O-])ccc2s1	-24	-1%	-3	0%
N#Cc1nc(COc2ccccc2F)oc1N1CCCCCC1	-2	-5%	5	4%
CCCc1nc(NCc2ccc3c(c2)OCO3)c2nnn(Cc3ccccc3Cl)c2n1	58	nt	0	-1%
O=C(/C=C1\SC(=O)N(CC(=O)Nc2ccc(Cl)cc2)C1=O)Nc1ccc(F)cc1	37	nt	nt	-3%
COc1cc(/C=C2\SC(c3ccc(C)cc3)=NC2=O)ccc1O	-95*	?	39[activator]	-11%
CCOc1ccc(NC(=O)CSCc2cnn(-c3ccccc3)c2-n2cccc2)cc1	-8	-12%	2	-4%
Cc1noc(C)c1C(=O)OCC(=O)Nc1ccccc1C(=O)NC(C)c1ccccc1 (stereo unspecified)	17	nt	nt	-3%
O=C(c1ccc(S(=O)(=O)N2CCOCC2)cc1)N1CCN(c2cccc(Cl)c2)CC1	?	7%	5	-12%
COc1ccc(C2=NCC(CSc3nnc(-c4ccc5c(c4)OCO5)o3)S2)cc1 (stereo unspecified)	32	13%	12	-15%
O=C(O)/C(=C\c1ccccc1Cl)c1ccc(S(=O)(=O)N2CCCCC2)s1	-23	nt	-13	-2%
COC(=O)c1sc2nc[nH]c(=O)c2c1C	16	-5%	-1	3%
Nc1ccc(N2CCOCC2)c(Cl)c1	?	-7%	3	0%
CN(Cc1ccccc1)S(=O)(=O)c1cccc2cccnc12	?	6%	12	12%
O=C(COc1ccc(S(=O)(=O)N2CCCC2)cc1Cl)NC1CCCC1	-3	-5%	8	2%
Cn1c(=O)c2c(nc(NCCc3ccccc3)n2CC(=O)NCCc2ccccc2)n(C)c1=O	?	-3%	10	-3%
CC1CCCN(CCCNC(=O)c2coc3nc4ccccc4nc23)C1 (stereo unspecified)	10	25%	8	-2%
Cc1oc(-c2ccccc2)nc1CSc1nc2c(c(=O)[nH]1)CCC2	?	nt	nt	5%
NC(=O)c1ccccc1NC(=S)NC(=O)CCc1ccccc1	-108*	nt	nt	-2%
CCCNC(=O)C1CNc2ccccc2O1 (stereo unspecified)	-9	-14%	-1	0%

# Record cards (already shown). Screens in order: PNC inhibitor, 15-hLO-2 inh, IMPase cell inh, 12-hLO inh
# Cc1oc(-c2ccccc2)nc1CSc1nc2c(c(=O)[nH]1)CCC2 across the screens: ?, nt, nt, 5%
# CC1CCCN(CCCNC(=O)c2coc3nc4ccccc4nc23)C1 (stereo unspecified) across the screens: 10, 25%, 8, -2%
# COc1cc(/C=C2\SC(c3ccc(C)cc3)=NC2=O)ccc1O across the screens: -95*, ?, 39[activator], -11%
# CN(C)C(=O)c1cc2cc([N+](=O)[O-])ccc2s1 across the screens: -24, -1%, -3, 0%
# O=C(O)/C(=C\c1ccccc1Cl)c1ccc(S(=O)(=O)N2CCCCC2)s1 across the screens: -23, nt, -13, -2%

# Following part:
Molecule	PNC inhibitor	15-hLO-2 inh	IMPase cell inh	12-hLO inh
Cc1ccc(-c2nnc(SCC(=O)NCC3CCCO3)n2C)cc1 (stereo unspecified)	2	-2%	-1	3%
Cn1c(SCC(=O)N2CCOCC2)nc(O)cc1=O	-11	0%	-1	5%
Cc1ccc(-c2csc3ncnc(-n4nnc5ccccc54)c23)cc1C	11	nt	nt	0%
COc1ccc(N=C2SCC(=O)N2c2ccc(OC)cc2)cc1	32	-1%	-3	4%
CCOCC(=O)Nc1cc(C(=O)OC)cc(C(=O)OC)c1	-5	nt	nt	2%
CCn1c(=O)cc(SCC(=O)NCc2cccnc2)c2ccccc21	34	6%	?	3%
CC1(C)OC(=O)C(=NNc2ccccc2)C(=O)O1	-8	nt	nt	-4%
CCOc1ccc(NC(=O)Nc2ccc3nccnc3c2)cc1	?	-4%	-3	-9%
COC(=O)c1ccc(SCC(=O)NC2CCCC2)c([N+](=O)[O-])c1	52	nt	nt	-1%
Cc1ccc(Cl)cc1NC1=NC(=S)N(C(C)C)C12CCCCC2	30	nt	?	24%
CCc1ccc(Oc2cc(C)nc(N)n2)cc1	19	nt	0	-4%
COc1ccc(CC(NC(C)=O)C(=O)NC2CCN(c3c(Cc4ccccc4)c(C)nc4ncnn34)CC2)cc1OC (stereo unspecified)	15	nt	nt	-6%
O=C(CNC(=O)c1ccc([N+](=O)[O-])cc1)N/N=C\c1ccc(OC(=O)c2ccccc2)cc1	-8	?	-9	4%
CCCSC1=N/C(=C\C=C\c2ccco2)C(=O)S1	14	25µM*	-2	?
NCCCCCc1nnc(SCC(=O)Nc2cccc(Cl)c2)o1	7	12%	0	-1%
COc1ccc(NC(=O)Cn2nc(C(F)(F)F)c3c2CCCC3)c(OC)c1	17	0%	5	-6%
COc1cccc(-n2c(Cc3cc(=O)[nH]c(=O)[nH]3)nnc2SCc2cccnc2)c1	29	-7%	0	4%
Cc1nnc(SCC(=O)NC(C)(C)C)n1C1CCCCC1	23	nt	nt	1%
COC(=O)[C@@H]1C[C@@]2(O)[C@H](O)[C@H](O)[C@H](O)C[C@H]2N1Cc1cccc2ccccc12	nt	1%	nt	3%
COCCn1nnnc1C(C(C)C)N(Cc1cccnc1)Cc1cc2cc(OC)ccc2[nH]c1=O (stereo unspecified)	?	16%	7	-6%
Cc1ccc(C)c(S(=O)(=O)NCC(=O)Nc2sc3c(c2C(N)=O)CCC(C)C3)c1 (stereo unspecified)	-16	-2%	-3	-4%
CC1CCCN(S(=O)(=O)c2ccc(S(=O)(=O)N3CCCN(Cc4ccccc4)C3)cc2)C1 (stereo unspecified)	-13	6%	4	2%

# Screening results deposited in PubChem BioAssay by National Center for Advancing Translational Sciences (NCATS).

# Rows were taken by chance; any-hit rate near 3.1%.
